Screens (PubChem)
Pf apPOL inh – Pf-apPOL DNA polymerase inhibition. Recombinant Pf-apPOL, molecular beacon fluorescence, 1.5 h. inhibition, % at 10 µM. 210,000 compounds, 0.25% hits. AID 1794808
mHTT CaM bind – disrupts binding of mutant huntingtin to calmodulin. AlphaScreen His-mHTT/GST-CaM binding, luminescence. inhibition, % at 15 µM. P42858. 190,000 compounds, 3.6% hits;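 also: 0% = both proteins with DMSO and 100% = one protein alone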
* marks the source's active call; other numbers are inactive results; nt = not tested or not shown; & = joins results of further samples. Rule as the data show it: active = inhibition above about 50%; inactive = the rest.

Preview:
SMILES | Pf apPOL inh | mHTT CaM bind
CCOCCCNC(=O)C1(C)CCC(=O)N1c1cccc2ccccc12 (configuration not stated) | -5 | 3
O=C(Nc1ccccc1C(=O)NCCN1CCOCC1)c1ccc(Br)cc1 | -11 | -3
COC(=O)c1ccccc1NC(=O)c1noc2c1CC(C)CC2 (configuration not stated) | 0 | 0
Nc1n[nH]c(=O)c2cc(-c3ccc(Cl)cc3)[nH]c(=O)c12 | 4 | nt
COc1ccc(C(=O)N2CCC3(CC2)NC(=O)c2cc(Cl)ccc2N3C)cc1 | -4 | -10
Cc1cccc(C(=O)Nc2ccc(O)c(-c3nc4cc(C)ccc4o3)c2)c1 | -3 | -8

The listing, previewed entries included:
SMILES | Pf apPOL inh | mHTT CaM bind
CCOCCCNC(=O)C1(C)CCC(=O)N1c1cccc2ccccc12 (configuration not stated) | -5 | 3
O=C(Nc1ccccc1C(=O)NCCN1CCOCC1)c1ccc(Br)cc1 | -11 | -3
COC(=O)c1ccccc1NC(=O)c1noc2c1CC(C)CC2 (configuration not stated) | 0 | 0
Nc1n[nH]c(=O)c2cc(-c3ccc(Cl)cc3)[nH]c(=O)c12 | 4 | nt
COc1ccc(C(=O)N2CCC3(CC2)NC(=O)c2cc(Cl)ccc2N3C)cc1 | -4 | -10
Cc1cccc(C(=O)Nc2ccc(O)c(-c3nc4cc(C)ccc4o3)c2)c1 | -3 | -8
O=[N+]([O-])c1ccc(N2CCCCC2)nc1N1CCCCC1 | -5 | nt
CCN1CCN(CC(=O)NCCc2ccc(OC)c(OC)c2)CC1 | -7 | -9
COc1cccc(-c2cc(C(F)(F)F)nc(-n3cc([N+](=O)[O-])cn3)n2)c1 | -2 | 1
COc1ccc(C=Nc2nc3ccccc3n2CCN2CCCCC2)cc1OC | -5 | 13
O=C(NCCc1ccccc1)C1CCCN(C(=O)c2cccc(C(F)(F)F)c2)C1 (configuration not stated) | 3 | 29
O=C(NC1CCCCCC1)c1ccc2c(c1)nc1n2CCN(Cc2ccccc2)C1=O | 0 | -8
O=c1/c(=C/c2cccc(Cl)c2)sc2nc(-c3ccccc3)nn12 | -5 | -5
Cc1cccc(OCC(=O)Nc2cccc(O)c2)c1 | -12 | 9
COc1ccc(S(=O)(=O)Nc2cc(N3CCCS3(=O)=O)ccc2OC)cc1F | -4 | -7
Cc1ccn2c(NC(=O)C(C)C)c(-c3ccc(F)cc3)nc2c1 | 2 | 10
CC(=O)Nc1ccc2nc(N3CCC(C(=O)N4CCN(C)CC4)CC3)cc(C)c2c1 | -3 | 4
C=C(Br)Cn1c(C(C)C)nc2ccccc21 | 4 | -19
O=C(COc1ccc(-c2ccccc2)cc1)Nc1ncn[nH]1 | -5 | 25
CC(=O)N1CC(C(=O)NCC(C)C)C(c2ccc(F)cc2)C1 (configuration not stated) | -2 | -9
CCOC(=O)c1ccc(N=Cc2c(O)cc(C)oc2=O)cc1 | -5 | -1
Oc1ccccc1C1=Nc2ccccc2N=C(c2cccs2)C1 | -1 | -107
Cc1c(Cl)cccc1NS(=O)(=O)c1ccc2[nH]cc(C(=O)N3CCOCC3)c(=O)c2c1 | -10 | 10
CC(=O)c1cccc(NC(=O)C2CCN(c3cncnc3N3CCCCC3)CC2)c1 | -3 | 4
CCn1cnc2ccc(-c3noc(Cc4ccc(F)cc4)n3)cc21 | -8 | 3

Carrying on:
SMILES | Pf apPOL inh | mHTT CaM bind
CC(=O)Nc1ccc(S(=O)(=O)Nc2cccc(Cl)c2C)cc1 | -4 | -8
FC(F)(F)c1cccc(CSc2ccc(-n3cccn3)nn2)c1 | 0 | -50
O=C(CSc1ncnc2nc[nH]c12)NCC1CCCO1 (configuration not stated) | 0 | 3
COc1ccc(C(=O)N2CCc3c(c(C(=O)NCc4ccccc4)nn3C)C2)cc1OC | -10 | 75*
O=C(NCCc1c[nH]c2ccccc12)c1cc2nc(-c3cccs3)cc(C(F)(F)Cl)n2n1 | -1 | 82*
CCOc1ccc(CCNC(=O)CN2C(=O)C(CC)Oc3ccccc32)cc1OCC (configuration not stated) | -3 | 5
Cc1ccc2c(c1)NC(c1cccc([N+](=O)[O-])c1)C1=C(CC(C)(C)CC1=O)N2 (configuration not stated) | -2 | 24
COc1cc(C(=O)N2C(=S)C(c3ccccc3)=NC23CCCCCC3)cc(OC)c1OC | -7 | 22
O=C(C1CC1)N1CCC(CCOc2cccnc2)CC1 | -8 | -4
CCOc1ccc(NC(=O)c2cc3nc(-c4ccc5c(c4)OCO5)cc(C(F)(F)F)n3n2)cc1 | 4 | 0
CCCc1cc(C2CCCN2C(=O)c2c(Cl)cnn2C)no1 (configuration not stated) | 5 | -4
Cc1ccc(-c2nnn(Cc3nc(N)nc(N4CCOCC4)n3)n2)cc1 | -5 | -5
Cc1cccc(C(=O)NCc2ccco2)c1 | 1 | -1
O=C(CSc1nnnn1-c1ccccc1F)Nc1ccc2c(c1)OCO2 | -2 | 3
COc1ccc(C(=O)Nc2c3c(nn2-c2cccc(C)c2C)CS(=O)C3)c(OC)c1 (configuration not stated) | -17 | 15
CCCSc1nnc2c(n1)OC(/C=C/c1ccc([N+](=O)[O-])o1)Nc1ccccc1-2 (configuration not stated) | 0 | 23
Cc1nccn1CCNC(=O)C12CC3CC(CC(C3)C1)C2 | -7 | -6
COc1ccccc1N1CC(C)(C)C(=O)N(C(=O)c2ccc(C)cc2)C1=S | 1&-2 | nt
COc1ccc(-c2ccc3nc(C(=O)NCc4cccnc4)cn3c2)cc1 | 4 | 59*
CCN1c2ccc(C)cc2C(=O)NC12CCN(C(=O)c1cccc(OC)c1)CC2 | -6 | -3
CCCCN(CC)CCCNC(=O)C1CCN(c2nc3ccc(OC)cc3s2)CC1 | -1 | 1
CCn1cc(C(=O)N2c3ccc(F)cc3CCC2C)c(=O)c2ccc(C)nc21 (configuration not stated) | -6 | 6
O=c1[nH]cnc2c1nc(Br)n2C1OC(CO)C(O)C1O (configuration not stated) | 0 | -2
NC(=O)C1CCN(C(=O)CN(c2cccc([N+](=O)[O-])c2)S(=O)(=O)c2ccccc2)CC1 | -7 | -1
Cc1ccc(-c2nc3c(=O)n(-c4ccccc4)c4c(c(=O)n(C)c(=O)n4C)c3o2)cc1 | 2 | nt

Compound profiles, as listed above:
`CC(=O)Nc1ccc(S(=O)(=O)Nc2cccc(Cl)c2C)cc1` is listed with Pf apPOL inh = -4; mHTT CaM bind = -8
`CCOc1ccc(CCNC(=O)CN2C(=O)C(CC)Oc3ccccc32)cc1OCC` (configuration not stated) is listed with Pf apPOL inh = -3; mHTT CaM bind = 5

(continued)
SMILES | Pf apPOL inh | mHTT CaM bind
Cc1cc(C)nc(SC(C(=O)O)c2ccccc2)n1 (configuration not stated) | -2 | 0
CSC1=NSC2=NC(=O)/C(=C\c3ccc(C(=O)O)cc3)C(=N)N12 | 0 | 6
NCCCc1nc2ccc(Cc3ccc4nc(CCCN)[nH]c4c3)cc2[nH]1 | -10 | 1
O=C(NCC1CCCCC1)C1CC(=O)N(CCc2ccccc2)C1 (configuration not stated) | -10 | -7
NC(=NOC(=O)c1cccs1)c1ccc(Oc2ccc(C(F)(F)F)cc2[N+](=O)[O-])cc1 | -2 | nt
Cc1ccc(CNC(=O)C2(C)CCCN(S(=O)(=O)c3ccccc3Cl)C2)cc1 (configuration not stated) | -4 | -7
Cc1ccc(S(=O)(=O)N(CC(=O)NCc2ccccn2)Cc2ccc(Cl)c(Cl)c2)cc1 | -8&-3 | 48&31
O=C(Nc1ccccc1C(=O)Nc1nccs1)c1cccs1 | -4 | 4
NC(CCc1ccccc1Cl)c1ccc2c(c1)OCCO2 (configuration not stated) | -8 | nt
O=C(O)Cn1c(SCc2cc(=O)n3cc(Cl)ccc3n2)nc2ccsc2c1=O | -2 | 12
CC(C)OCC(O)CNc1ccccc1 (configuration not stated) | -5 | 18
COc1ccc(C2=NC3(CCN(CC(=O)NCc4ccc(C)cc4)CC3)NC2=O)cc1 | 2 | 18
CCN1CCN(C(=O)c2ccc3c(c2)CC(=O)N3Cc2ccccc2)CC1 | 1 | 14
Cc1noc(C)c1CN1CCCC(c2nc(-c3ccc(F)cc3)n[nH]2)C1 (configuration not stated) | -3 | -6
Cc1ccc(F)c(NC(=O)c2cn3c(n2)CSCC3)c1 | -4 | 12
NC(=O)C1CCN(S(=O)(=O)c2ccc([N+](=O)[O-])cc2)CC1 | 1 | 7
Cc1ccc(OCC(=O)NN)cc1C | -2 | -2
CCOc1nccnc1N1CCC(NC(=O)c2n[nH]c3c2CCCC3)C1 (configuration not stated) | 0 | 13
CCOC(=O)C(C#N)=CNc1ccc2oc(=O)c(NC(C)=O)cc2c1 | -11 | nt
CC(=O)c1cccc(NC(=O)N2CCc3cn(C)c4cccc(c34)C2)c1 | -4 | 19
Cc1ccc(-c2noc(-c3ccco3)n2)cc1 | -1 | -38
Cc1ccc(CCN2C(=O)CCC2(C)C(=O)NC2CCCCCC2)cc1 (configuration not stated) | -3 | 5
O=[N+]([O-])c1ccc(O)c(C=Nc2ccc3nc(-c4ccccc4)[nH]c3c2)c1 | -4 | 21
C=CCn1c(=N)n(CC(O)c2cccc(Br)c2)c2ccccc21 (configuration not stated) | 2 | 2
COc1cc(C=C2Oc3c(ccc(O)c3CN3CCC(C)CC3)C2=O)cc(OC)c1OC | -34 | 15

Reprinted at random: two compounds from above.
SMILES | Pf apPOL inh | mHTT CaM bind
CCOc1ccc(NC(=O)c2cc3nc(-c4ccc5c(c4)OCO5)cc(C(F)(F)F)n3n2)cc1 | 4 | 0
O=C(O)Cn1c(SCc2cc(=O)n3cc(Cl)ccc3n2)nc2ccsc2c1=O | -2 | 12

Following part.
SMILES | Pf apPOL inh | mHTT CaM bind
Clc1ccccc1CN1CCc2nc(Nc3ccc4c(c3)OCCO4)ncc2C1 | 4 | 78*
N#CC1=C(N)Oc2c(oc(CO)cc2=O)C1c1cccnc1 (configuration not stated) | 0 | -3
CCCC(=O)NC(c1ccc(C(C)C)cc1)c1cc([N+](=O)[O-])c2cccnc2c1O (configuration not stated) | -2 | 51*
O=C1C(N2CCCN(S(=O)(=O)c3cccc4cccnc34)CC2)CCN1CC1CC1 (configuration not stated) | -1 | 5
Cc1cc(C)c2c(N)c(C(=O)Nc3cccc4cccnc34)sc2n1 | 4 | -27
CCn1nc(C)cc1C(=O)OCC(=O)c1ccc(Cl)cc1 | -10 | nt
CC1CCCN(C(=O)c2ccc3c(c2)Sc2ncccc2C(=O)N3C(C)C)C1 (configuration not stated) | 3 | 4
Cc1ncc(CO)c2cc(C(=O)Nc3ccc(Cl)cc3)c(=N)oc12 | -2 | -1
COc1ccccc1CC(=O)N1CCc2nc3cc[nH]n3c(=O)c2C1 | -2 | 2
N=c1c2c3c(sc2ncn1N)CCCC3 | -1 | -1&7
O=C(O)C1CC(=O)N(Cc2ccc(Cl)cc2)C(=Nc2ccc(Cl)cc2)S1 (configuration not stated) | -13 | 27
O=S(=O)(NCc1ccccn1)c1cc(OCC(F)(F)F)ccc1OCC(F)(F)F | -3 | nt
O=C(NC1CC1)c1ccnc(-c2cccs2)c1 | 1 | -5
O=C(Nc1nc2ccc(S(=O)(=O)N3CCCCC3)cc2s1)c1cccs1 | 2 | -2
CC(C)c1ccccc1OCC(O)CNC(C)(C)C (configuration not stated) | -9 | -4
Cc1c(NC(=O)CSS(=O)(=O)O)c(=O)n(-c2ccccc2)n1C | 0 | -3
COc1cc(OC)c([N+](=O)[O-])cc1/C=C1\C(=O)NC(=O)N(c2ccc(Br)cc2)C1=O | -14 | 10
Cc1noc(-c2cccnc2)c1C(=O)NC1CCCc2ccccc21 (configuration not stated) | -2 | 10
Cc1ccc([N+](=O)[O-])cc1NC(=O)C(=O)NCCCN1CCCC1=O | 2 | -9
O=C1NCCCCC1Nc1ccc(N2C(=O)C3C4C=CC(C4)C3C2=O)cc1[N+](=O)[O-] (configuration not stated) | 0 | 8
COc1ccc(-c2c(C)oc3cc(OC(=O)c4ccccc4OC)ccc3c2=O)cc1OC | -8 | 13
Cc1ncsc1CN1CCC(C(O)c2ccccc2)CC1 (configuration not stated) | -7 | 13
COc1ccc(C2C(C#N)=C(N)Oc3n[nH]c(C45CC6CC(CC(C6)C4)C5)c32)cc1OC (configuration not stated) | -3 | 46
Cc1nn2c3ccccc3nc2n1CCN1CCCCC1 | 3 | -1
CCCc1cc(C2CCCN2C(=O)NCC2CCC(C(=O)OCC)CC2)no1 (configuration not stated) | 6 | 4

Further structures.
SMILES | Pf apPOL inh | mHTT CaM bind
CNC(=O)CSc1nnc(N2CCN(C(=O)COc3ccccc3F)CC2)s1 | -7 | -17
CCCSc1nnc2c(n1)OC(CC)Nc1ccccc1-2 (configuration not stated) | -11 | -5&-2
Cc1nn(-c2ccc(F)cc2)c2nc(N3CCCN(C(=O)CCC(C)C)CC3)sc12 | 3 | 3
Cc1cc(-n2nnc3ccccc32)nc2ccccc12 | -8 | -6
CCc1ccc(NC(=O)N2CCc3c(c(COCc4ccccc4F)nn3C)C2)cc1 | 1 | 11
O=C(Nc1ccccn1)c1cn(-c2ccc(Cl)cc2)c(=O)c2ccccc12 | -2 | -13
c1ccc(-c2nc(-c3ccc4c(c3)sc3ccccc34)c(-c3ccccc3)[nH]2)cc1 | nt | 55*
Cc1ccc2oc(-c3ccc(Cl)c(NC(=O)c4cccs4)c3)nc2c1 | -7 | -2
COc1ccccc1NC(=O)CSc1nc2[nH]ncc2c(=O)n1-c1ccc(C)c(Cl)c1 | -1 | 37
N#Cc1cc([N+](=O)[O-])cc2c1-c1ccc([N+](=O)[O-])cc1C2=O | 1 | 6
CN1CCN(CCCNC(=O)c2cc3cn(C4CCCC4)cc3s2)CC1 | 4 | 23

Laid out differently: 2 of the compounds above.
| compound | Pf apPOL inh | mHTT CaM bind |
| --- | --- | --- |
| COc1ccc(C(=O)Nc2c3c(nn2-c2cccc(C)c2C)CS(=O)C3)c(OC)c1 (configuration not stated) | -17 | 15 |
| CCCSc1nnc2c(n1)OC(/C=C/c1ccc([N+](=O)[O-])o1)Nc1ccccc1-2 (configuration not stated) | 0 | 23 |

Only part of the results is shown; count on the stated rates, not on these rows.
